Compound activity: PubChem BioAssay, National Center for Advancing Translational Sciences (NCATS)
Tau fibril ThT: blocks human tau fibril formation measured by thioflavin T; hit rate 2.1% among 270,000; P10636; recombinant tau K18 P301L (four-repeat tau fragment), heparin-induced fibrillization, ThT fluorescence; AID 1460; Potency, µM (doses to about 57.4 µM), for the others: at the highest dose activity, negative = inhibition, most hits filed as inhibitors; further: nearly all actives have a fitted effect of over 55% in size
Target sequence (P10636 561-689 P618L limits assumed): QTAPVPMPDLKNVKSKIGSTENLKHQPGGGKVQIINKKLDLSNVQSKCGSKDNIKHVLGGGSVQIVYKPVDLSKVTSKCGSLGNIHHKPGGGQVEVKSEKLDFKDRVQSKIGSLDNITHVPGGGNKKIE
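In this qHTS, human K18 P301L tau is incubated with compound and heparin for 6 hr at 37 C, and Thioflavin T fluorescence then reports fibril load.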
TexasRed fluor: alters Texas Red total fluorescence, flagging assay interference; TRb/SRC2 Texas Red total fluorescence interference; Potency, µM (series often up to 106 µM), for inactives: at the highest dose fluorescence change, negative = quenching; hit rate 0.29% among 280,000; AID 1479; active means well fitted curve in either direction with a large enough effect; inconclusive means small, poorly fitted or top-dose-only effect
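Human TRβ ligand-binding domain (0.6 uM) and Texas Red SRC2 peptide (20 nM) in Tris buffer with 1 uM T3 and 5% DMSO were incubated with pinned compound for 5 hr at ambient temperature. Total fluorescence was computed as S + 2P (555/632 nm).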
JMJD2E inh: inhibitors of human JMJD2E histone demethylase; B2RXH2; JMJD2E catalytic domain, FDH-coupled NADH fluorescence (FDH is formaldehyde dehydrogenase); Potency, µM (titrated, usually from 57.1 µM), for inactives: at the top dose activity change, negative = inhibition, hits mostly inhibitors; hit rate 1.6% among 230,000; AID 2147; active means well fitted inhibition curve with a large enough effect, not every such curve was filed as active; inconclusive means small, poorly fitted or top-dose-only effect, or another doubt; inactive means no such curve, though single readings can be large or run the other way;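 further: 0% = wells with enzyme and -100% = buffer wells without enzyme; nearly all actives have a fitted effect of over 50% in size; many of its hits are not listed in these tables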
Target sequence (B2RXH2 1-337 limits assumed): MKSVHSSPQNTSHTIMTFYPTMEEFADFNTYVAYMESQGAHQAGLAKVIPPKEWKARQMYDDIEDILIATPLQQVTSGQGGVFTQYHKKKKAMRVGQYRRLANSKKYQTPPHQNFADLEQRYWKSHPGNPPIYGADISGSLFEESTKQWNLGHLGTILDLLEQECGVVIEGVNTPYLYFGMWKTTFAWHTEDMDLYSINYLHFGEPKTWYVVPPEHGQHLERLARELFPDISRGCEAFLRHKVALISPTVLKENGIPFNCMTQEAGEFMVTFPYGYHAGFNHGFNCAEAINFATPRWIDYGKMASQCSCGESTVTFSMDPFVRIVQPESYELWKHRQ
RECQ1 inh: inhibitors of human RECQ1 DNA helicase; P46063; RECQ1 DNA unwinding, red fluorescence kinetic read; Potency, µM (top dose mostly 57.3 µM), inactives show at the highest dose activity, negative = inhibition, hits mostly inhibitors; hit rate 0.54% among 240,000; AID 2549;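 further: plate controls were vehicle for no effect and no enzyme for full effect; nearly all actives have a fitted effect of over 30% in size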
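50 nM RECQ1T1 preincubated 15 min with compound in Tris pH 8.0 buffer with MgCl2, DTT, Tween-20 and 2.5 ug/ml poly(dI-dC); started with 200 nM TAMRA/BHQ-2 forked duplex and 2 mM ATP. Unwinding read as fluorescence (525/598 nm), two reads 2 h apart.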
TRb SRC2 PPI: TRbeta-SRC2 interaction inhibition. P10828. TRbeta-SRC2 peptide binding, fluorescence polarization; receptor liganded with 1 µM T3. Potency, µM (series often up to 106 µM), for inactives: at the highest dose activity change, negative = inhibition, usual class: inhibitors. hit rate 0.065% among 280,000. AID 1469;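 further: plate controls were bound peptide for no effect and peptide without receptor for full effect; nearly all actives have a fitted effect of over 50% in size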
Target sequence (P10828 whole entry, looked up): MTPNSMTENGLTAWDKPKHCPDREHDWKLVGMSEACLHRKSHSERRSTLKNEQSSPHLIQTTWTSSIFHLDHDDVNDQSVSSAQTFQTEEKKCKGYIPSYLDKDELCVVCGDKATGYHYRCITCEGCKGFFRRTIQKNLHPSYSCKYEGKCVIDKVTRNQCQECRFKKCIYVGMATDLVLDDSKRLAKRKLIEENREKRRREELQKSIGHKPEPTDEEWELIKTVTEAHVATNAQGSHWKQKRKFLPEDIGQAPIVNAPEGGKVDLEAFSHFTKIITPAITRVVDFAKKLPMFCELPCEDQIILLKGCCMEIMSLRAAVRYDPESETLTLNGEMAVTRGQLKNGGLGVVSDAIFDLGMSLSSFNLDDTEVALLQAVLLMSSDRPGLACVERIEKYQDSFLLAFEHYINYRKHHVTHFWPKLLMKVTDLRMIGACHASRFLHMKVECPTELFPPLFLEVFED
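Fluorescence polarization of 20 nM Texas Red SRC2 peptide (20-aa NR interaction domain) bound to 0.6 uM human TRb ligand-binding domain, with 1 uM T3, after 5 hr at ambient temperature; inhibition seen as decreased polarization.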
Tau FP inhib: tau fibrillization inhibition (FP). P10636. K18 P301L tau heparin fibrillization, Alexa594 FP, 6 h. Potency, µM (top dose mostly 57.7 µM), for the others: top-dose activity, negative = inhibition, hits mostly inhibitors. hit rate 0.39% among 280,000; further: nearly all actives have a fitted effect of over 55% in size
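Human tau K18 […] P301L fragment, 15 uM unlabeled plus 0.24 uM Alexa 594-labeled tau (final), with compound and 20 uM heparin in 100 mM sodium acetate pH 7; 6 hr at 37 C, then Alexa 594 FP read.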
GoLoco inh red: blocks human Gai1 binding to RGS12 GoLoco peptide, red readout. P63096. Gai1:RGS12 GoLoco peptide FP, rhodamine, 10 min. Potency, µM (series often up to 61.6 µM), inactives show at the highest dose activity, negative = inhibition, most hits filed as inhibitors. hit rate 0.44% among 230,000; active means well fitted inhibition curve with a large enough effect, not every such curve was filed as active; inactive means no such curve, though single readings can be large or run the other way; further: nearly all actives have a fitted effect of over 30% in size; many of its hits are not listed in these tables
L3MBTL1 block: L3MBTL1 (human) inhibition; Q9Y468; AlphaScreen L3MBTL1–H3K9me1 peptide binding; Potency, µM (highest dose often 57.1 µM), for the others: top-dose activity, negative = inhibition, hits mostly inhibitors; hit rate 0.66% among 230,000; AID 485360; further: nearly all actives have a fitted effect of over 60% in size
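AlphaScreen assay: L3MBTL1 (50 nM final) was preincubated 30 min at room temperature with biotinylated H3(1-15)K9me1 peptide (75 nM final), then 30 min with library compounds; streptavidin donor and nickel chelate acceptor beads (10 ug/mL final) added, 30 min dark.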
* marks the source's active call; other numbers are inactive results; i = inactive; ? = inconclusive; nt = not tested or not shown; [ ] = remark or other dose. Unless noted, the call rests on the fitted dose curve; in most records, active means well fitted curve in the direction sought with a large enough effect; inconclusive means small, poorly fitted or top-dose-only effect, or another doubt; inactive means no such curve, though single readings can be large; an effect the other way counts as inactive or inconclusive. Unless noted, on the % scale 0 is the no-effect control and ±100 the full control effect; potency means the concentration at half of the fitted maximal effect.

Letter code: A = Tau fibril ThT; B = TexasRed fluor; C = JMJD2E inh; D = RECQ1 inh; E = TRb SRC2 PPI; F = Tau FP inhib; G = GoLoco inh red; H = L3MBTL1 block
COc1ccccc1NC(=O)CSc1ccc2nnc(-c3ccccn3)n2n1
  A = -10% | B = -1% | C = 8% | D = 21% | E = -7% | F = 5% | G = 3% | H = ?
O=C(COC(=O)c1cccnc1Cl)Nc1ccc2c(c1)OCCO2
  A = -2% | B = 1% | C = 0% | D = -3% | E = -4% | F = 3% | G = 4% | H = 15%
Cc1ccc(S(=O)(=O)Nc2nc(C)c(NC(=O)Nc3ccc(Cl)cc3Cl)s2)cc1
  A = 22µM* | B = -3% | C = -6% | D = -5% | E = -3% | F = 1% | G = 4% | H = -4%
CCCCCc1c(C)nc(NCc2ccccc2)[nH]c1=O
  A = -3% | B = -5% | C = -19% | D = 2% | E = 1% | F = -11% | G = 9% | H = 22%
COC(=O)CNC(=O)Nc1cc(C(=O)NCc2ccc(C)cc2)ccc1N1CCCC1
  A = 3% | B = -3% | C = nt | D = nt | E = 5% | F = 3% | G = nt | H = nt
O=C(c1ccc2c(c1)N(Cc1ccccc1F)C(=O)c1ccccc1S2(=O)=O)N1CCN(c2ccccc2F)CC1
  A = -5% | B = -3% | C = nt | D = nt | E = -9% | F = 0% | G = nt | H = nt
COc1cccc(-n2ccn(CC(=O)Nc3ccccc3F)c(=O)c2=O)c1
  A = -14% | B = 1% | C = nt | D = nt | E = 0% | F = -3% | G = nt | H = nt
Cc1ccc(NC(=O)CSc2nnc(-c3cnccn3)n2Cc2ccco2)cc1C
  A = 3% | B = 2% | C = 3% | D = -10% | E = -3% | F = 1% | G = -2% | H = -6%
Cc1cc(C)cc(NC(=O)c2cc(C)nc3c2c(C)nn3-c2ccccc2)c1
  A = -7% | B = 1% | C = nt | D = nt | E = -4% | F = ? | G = nt | H = nt
O=C(CSc1ncnc2ccccc12)N1CCCC1
  A = ? | B = -5% | C = -1% | D = -14% | E = 5% | F = -11% | G = -12% | H = nt
Cc1oc(=O)c(NC(=O)c2cccc(Cl)c2)cc1C(=O)c1ccccc1
  A = ? | B = -2% | C = -15% | D = -22% | E = -2% | F = ? | G = -4% | H = 10%
O=C(Nc1ccc(F)cc1)C(Sc1nc2ccccc2[nH]1)c1ccccc1 (centres undefined)
  A = 11% | B = -5% | C = 0% | D = i | E = -2% | F = ? | G = 15% | H = 2%
CCCc1nnc(NC(=O)c2c(O)c3cccc4c3n(c2=O)CCC4)s1
  A = -17% | B = 0% | C = 1% | D = 12% | E = 3% | F = 0% | G = 7% | H = nt
O=C(Cc1ccccc1)N(Cc1cccnc1)c1nc2c(Cl)cccc2s1
  A = -8% | B = 0% | C = nt | D = nt | E = -8% | F = -6% | G = nt | H = nt
CCOCCCn1c(SCC(=O)Nc2ccccc2OC)nc2c(oc3ccccc32)c1=O
  A = -16% | B = 0% | C = nt | D = nt | E = -6% | F = 8% | G = nt | H = nt
CSc1nc2n(n1)C(c1cccs1)C1=C(CCCC1=O)N2 (centres undefined)
  A = 9% | B = -3% | C = ? | D = -10% | E = -5% | F = 0% | G = 4% | H = -4%
CC(=NCC1CCCO1)c1c(O)[nH]c(=O)[nH]c1=O (centres undefined)
  A = 2% | B = 3% | C = 2% | D = 9% | E = 2% | F = 2% | G = -2% | H = -4%
CN(C(=O)c1cccc(Nc2ccc(-c3ccc4c(c3)OCCO4)nn2)c1)C1CCCCC1
  A = ? | B = -8% | C = -2% | D = 1% | E = -1% | F = -3% | G = 70%[activator] | H = -12%
CCOC(=O)C1CCCN(C(=O)CSc2ccccc2)C1 (centres undefined)
  A = 3% | B = -1%[53 µM] | C = -1% | D = 3% | E = -4%[53 µM] | F = -2% | G = 2% | H = -2%
Cc1onc(-c2ccccc2Cl)c1C(=O)N1CCOC12CCN(c1cccc(F)n1)CC2
  A = 0% | B = 0% | C = 1% | D = 23% | E = -1% | F = -2% | G = 124%[activator] | H = -19%
O=C(O)c1ccc(S(=O)(=O)N2CCCCCC2)cc1
  A = -7% | B = -5% | C = 0% | D = -1% | E = 3% | F = 0% | G = 8% | H = nt
Cc1ccc(NC(=O)C2CCN(S(=O)(=O)c3c(C)noc3/C=C/c3ccco3)CC2)cc1C
  A = 0% | B = -1% | C = nt | D = nt | E = -2% | F = -15% | G = nt | H = nt
Cc1ccnc(NC2(C(F)(F)F)N=C(c3ccccc3)NC2=O)c1 (centres undefined)
  A = -12% | B = 1% | C = 8% | D = i | E = -3% | F = 7% | G = 7% | H = -3%
N#CCCN(CCC#N)c1nnc(-c2ccccc2)s1
  A = 9% | B = 5% | C = -26% | D = -18% | E = -13% | F = 4% | G = -2% | H = -2%
CCOc1ccc2c(c1)-c1c(ssc1=S)C(C)(C)N2C
  A = 14µM* | B = 1% | C = 6% | D = i | E = -6% | F = -2% | G = 4% | H = nt
C/C=C(\C)CN1CCc2cc(OC)c(OC)cc2C1
  A = 0% | B = -2% | C = -6% | D = -5% | E = 2% | F = 1% | G = -45% | H = ?
Cc1ccc(SCCC(=O)N(C)C)cc1
  A = 1% | B = 1% | C = 14% | D = -7% | E = -1% | F = -2% | G = 8% | H = 5%
COc1ccc(C(=O)OCC(=O)NCc2ccc3c(c2)OCO3)cc1[N+](=O)[O-]
  A = 6% | B = -3% | C = 8% | D = -8% | E = 2% | F = -8% | G = -1% | H = 10%
CCCCOC(=O)C1=C(C)Nc2ncnn2C1c1cccc(OC)c1 (centres undefined)
  A = -14% | B = 3% | C = -4% | D = 7% | E = -10% | F = 7% | G = 2% | H = -4%
O=C(Nc1ccc(-n2cnnn2)cc1)C1CCC1
  A = 15% | B = -5% | C = ? | D = -2% | E = -11% | F = -8% | G = -21% | H = 43%[activator]
Cc1cc(NC(c2ccc(Cl)cc2)c2ccc3cccnc3c2O)no1 (centres undefined)
  A = -19% | B = 0% | C = ? | D = -4% | E = -14% | F = 8% | G = 10% | H = nt
O=C(Cn1ncc2c3ccccc3n(Cc3ccccc3)c2c1=O)NCc1ccccc1
  A = 6% | B = -1% | C = nt | D = nt | E = -3% | F = -6% | G = nt | H = nt
Cc1ccc2nc(-c3ccc(C)o3)c(Nc3ccc4c(c3)OCCO4)n2c1
  A = ? | B = 0.0013µM*[quencher] | C = nt | D = nt | E = -15% | F = 8% | G = nt | H = nt
COc1ccc(CNC(=O)C(c2ccco2)N(Cc2ccccc2)C(=O)Cc2cccs2)cc1 (centres undefined)
  A = -9% | B = 0% | C = -4% | D = -11% | E = 6% | F = -3% | G = 4% | H = -5%
N#Cc1c[nH]n2c(NC3CCCCC3)c(-c3cccc(Cl)c3)nc12
  A = -1% | B = 1% | C = nt | D = nt | E = -4% | F = -2% | G = nt | H = nt
Cc1ccc(C)c(SCc2noc(C(=O)NCC3CCCO3)c2C(=O)O)c1 (centres undefined)
  A = 5% | B = 0% | C = 3% | D = i | E = -2% | F = -3% | G = 4% | H = 9%
Cc1ccc(NC(=O)COC(=O)[C@H](C)NC(=O)c2ccccc2)cc1S(=O)(=O)N1CCOCC1
  A = nt | B = -2% | C = 2% | D = i | E = 0% | F = -6% | G = 2% | H = nt
O=C(NCc1ccc(C(F)(F)F)cc1)C1CC(c2cccc(F)c2)=NO1 (centres undefined)
  A = 1% | B = -3% | C = 5% | D = -10% | E = 9% | F = -2% | G = 3% | H = nt
COc1ccc(CNC(=O)CCS(=O)(=O)Cc2cccc(Cl)c2)c(OC)c1
  A = -6% | B = -1% | C = 0% | D = -1% | E = 3% | F = 2% | G = 6% | H = nt
COC(=O)C1=C(C)N(C)C(C)=C(C(=O)OC)C1c1ccc(C(=O)OC)cc1
  A = -1% | B = 0% | C = 5% | D = -3% | E = 7% | F = 0% | G = 9% | H = 12%
O=C(CSc1nnc(-c2c[nH]c3ccccc23)o1)N(Cc1ccccc1)c1ccc(F)cc1
  A = -4% | B = 2% | C = 2% | D = 3% | E = -20% | F = 9% | G = -8% | H = -24%
N#Cc1c(SCc2ccccc2)sc(C(=O)c2ccccc2)c1N
  A = -9% | B = 1% | C = -11% | D = i | E = 3% | F = -5% | G = 7% | H = nt
COC(=O)C1=C(C)N(C(C)c2ccccc2)C(=O)/C1=C\c1ccco1 (centres undefined)
  A = 22µM* | B = 1% | C = -4% | D = -12% | E = -3% | F = -14% | G = 20% | H = -4%
O=C1CC(c2ccco2)CC(O)=C1C=Nc1cc(Cl)ccc1O (centres undefined)
  A = ? | B = -21% | C = 28µM* | D = 22µM* | E = 1% | F = -3% | G = 14% | H = 35µM*
O=C(NC1CC1)c1ccc(CS(=O)(=O)c2c(Cl)cccc2Cl)o1
  A = -6% | B = -1% | C = -5% | D = -3% | E = -4% | F = -2% | G = 3% | H = 5%
Cc1ccc(NC(=O)c2cc(S(=O)(=O)N3CCCCCC3)ccc2F)cc1F
  A = 4% | B = -2% | C = nt | D = nt | E = 1% | F = -14% | G = nt | H = nt
NC(=O)[C@H](Cc1cc2ccccc2s1)NC(=O)[C@@H]1CC2(CC(c3cccc(NC(=O)[C@@H]4CCC(=O)N4)c3)=NO2)CN1C(=O)/C=C/c1c(F)cccc1Cl (some centres undefined)
  A = -3% | B = 0% | C = -1% | D = -30% | E = -6% | F = -13% | G = 4% | H = -2%

Not all compounds are listed; rates above refer to the full screens.
